# PriA SSB inh: blocks PriA binding to SSB C-terminal tail; AlphaScreen SSBct-PriA binding, biotinylated peptide; inhibition, % at 33 µM; hit rate 0.6% among 430,000; AID 1272365; in the data active = inhibition mostly above about 37%, no sharp cut-off; inactive = mostly below about 20%;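 note: plate controls were negative control peptide for no effect and reference peptide for full effect; strong numbers were not always called active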
# Starred values were filed as active, the others as inactive; i = inactive; & = joins results of further samples. Not all compounds are listed; rates above refer to the full screens.
SMILES,PriA SSB inh
O=C(CSc1nc2[nH]ncc2c(=O)n1-c1ccccc1)Nc1cccc(C(F)(F)F)c1,-12
ON=C(CCc1ccccc1)C1(O)CCCCC1,-14
CCOc1ccccc1NC(=O)c1nn(C)c2ccccc12,-5
Cc1nn(C2CCS(=O)(=O)C2)c2nc(-c3ccccc3)cc(C(=O)NC3CCCCC3)c12 (stereo not given),-3
COc1cc(OC)c(OC)cc1C=Nn1c(-c2n[nH]c3c2CCC3)n[nH]c1=S,-5
O=C1NCCN1C(=O)NCC1(c2cccs2)CCCC1,-14
CCOc1cc(C=NN=Cc2ccc(O)c(OCC)c2)ccc1O,7
O=C1CC(C(=O)Nc2ccc(F)cc2)SC(=NN=Cc2ccco2)N1 (stereo not given),-5
O=C(NC1CCCC1)c1cccc(-n2cnnn2)c1,0
O=c1c(C=NO)coc2ccc3ccccc3c12,-15
Cc1ccc(-n2nnc(-c3nc(-c4ccc(Br)cc4)cs3)c2N)cc1Cl,-9
CC(C)(C)c1ccc(OCC(=O)Nc2ccc(CC(N)=O)cc2)cc1,-10
Cc1nn(-c2ccccc2)c(N=Cc2ccc(O)cc2)c1-c1ccccc1,-7
O=C(NCc1ccccn1)C(=O)Nc1cccc(F)c1,0
COc1ccccc1C(=O)NC1CCS(=O)(=O)C1 (stereo not given),2
CCOc1ccccc1NS(=O)(=O)c1cc(OC)ccc1OC,-16
O=S(=O)(Nc1cccc2cnccc12)c1cccs1,22
CC(C)c1ccc(N(CC(=O)NN=Cc2ccc(OC3CSC3)cc2)S(=O)(=O)c2ccccc2)cc1,-16
Cc1c(Cl)cccc1NC(=O)CSc1nnc2ccc(-c3ccco3)nn12,6
COc1ccc(S(=O)(=O)NCC2(c3cccs3)CCCC2)cc1C,-23&-3
Cc1ccc(-n2c(SCc3nc(-c4ccccn4)no3)nc3ccsc3c2=O)cc1,0
Cc1cc(NC(=O)CSc2ccc(NC(=O)c3ccccc3F)nn2)no1,-18&-6
O=C(NCc1ccc2c(c1)OCO2)C(=O)NCc1ccc(C(=O)c2ccsc2)s1,-21
O=C(NN=Cc1c(Nc2cccc(C(F)(F)F)c2)nc2ccccn2c1=O)c1ccccc1[N+](=O)[O-],8
Cn1c([C@H]2CC(=O)N(c3cccc(C(F)(F)F)c3)C2)nc2ccccc21,-10
SMILES,PriA SSB inh
O=C1NC2=C(C(=O)N(Cc3ccco3)C2)C(c2ccccc2F)N1 (stereo not given),2
CCn1c(=O)c(C(=O)Nc2cccc(Br)c2)cc2cccnc21,-29
Cn1cc(NC(=O)NCCCn2ccnc2)c2ccccc21,0&13
Cc1ccc(Cl)cc1N1CCN(C(=O)c2snc(C(=O)N3CCCC3)c2N)CC1,-16
Cc1cc(C)c(C)c(Cn2c(CCNC(=O)CCC(C)O)nc3ccccc32)c1C (stereo not given),2
COC[C@@](C)(O)CNC(=O)C(=O)Nc1ccccc1SC,3
O=C(COc1ccc(Cl)cc1Cl)NCCn1ccc(-c2ccccn2)n1,-13
COc1cccc(CC(=O)NCCc2nc3c(c(C(F)(F)F)n2)CCCC3)c1,-10
NC(=NOC(=O)C(c1ccccc1)c1ccccc1)c1ccncc1,-5
O=C(N[C@H]1CCN(c2ccc(-c3ccccc3F)nn2)C1)C1CCC1,-15
COc1cccc(C(=O)Oc2c(Sc3ccc(Cl)cc3)c(C)nn2-c2ccccc2)c1OC,-1
O=C(Nc1cccc2c(NC(=O)c3ccc(F)c(F)c3)cccc12)c1ccc(F)c(F)c1,2
NC(=O)NC(=O)CC1SC(=NN=Cc2ccccc2)NC1=O (stereo not given),-15
Cn1c(=O)c2c(SCCN3CCOCC3)nc(-c3ccccc3Cl)nc2n(C)c1=O,-12
O=C(Nc1nnc(-c2ccc(Br)s2)o1)c1ccc(F)cc1,2
CCc1nnc(-c2ccc(NC(=O)C3CC(=O)N(c4ccc(C)c(C)c4)C3)cc2)o1 (stereo not given),-1
CCN=c1scc(-c2ccco2)n1N=Cc1ccc(O)cc1,15
Cc1ccc2c(c1)c(=O)c(C(=O)c1ccccc1)cn2Cc1ccccc1F,-5
O=C(Nc1ccc(OCc2ccccc2)cc1)Nc1cccc([N+](=O)[O-])c1,19
NC(=NOC(=O)c1ccc(Cl)c([N+](=O)[O-])c1)c1ccccc1,-3
Cc1c(C(=O)Nc2ncc(Cc3ccccc3)s2)nnn1-c1ccc2noc(-c3ccccc3)c2c1,10
CC1=NN(CCN2CCN(c3ccc(F)cc3)CC2)c2nc3c(c(=O)n(C)c(=O)n3C)n2C1,-7&6
O=C(O)CCC(=NNc1ccc(S(=O)(=O)N2CCOCC2)cc1[N+](=O)[O-])c1cccs1,29
Cc1cccc(NC(=O)Cn2nnc(C(=O)NCCc3ccccc3)c2N)c1C,-6
CCOc1ccc(-c2c(C#N)c(SCC(=O)Nc3nccs3)nc(C)c2C(=O)Nc2ccccc2)cc1,-20&-1
SMILES,PriA SSB inh
COC(=O)c1cc(OC)c(OC)cc1NC(=O)c1cc2ccccc2o1,-13&1
Cc1ccc(/C=N/NC(=O)/C(=C\Nc2nccc(C)n2)NC(=O)c2ccccc2)cc1,i
COc1ccc2nc(C)cc(SCC(=O)NN=Cc3ccccc3)c2c1,-13
N#CCc1nc2ccccc2s1,-3
CCc1ccc(S(=O)(=O)N=C2C=C(NS(=O)(=O)c3ccccc3)C(=O)c3ccccc32)cc1,18
CCCS(=O)(=O)N1CCC[C@H](C(=O)NCc2ccco2)C1,-23
[O-][n+]1c2c(nn1-c1ccccc1)C(=NO)CCC2,-15
CN(C)[C@@H](CNC(=O)C1CCN(S(C)(=O)=O)CC1)c1cccn1C,-15
O=C(Nc1nc2c(s1)CCc1ccccc1-2)C1CC1,-8
Cn1cnc(S(=O)(=O)NCCNC(=O)c2cc3ccccc3o2)c1,1
Cc1cc2c(cc1C)N[C@@H](CC(=O)Nc1sc3c(c1C#N)CCCC3)C(=O)N2,-16
CC(=NNC(=O)c1ccc(Cn2cc([N+](=O)[O-])cn2)o1)c1cccc(NC(=O)C(C)C)c1,16
COC(=O)c1ccc(NC(=O)Cn2c(-c3ccccn3)nc3ccccc32)cc1,-16
O=C(Nc1nnc(Cc2ccc3c(c2)OCO3)o1)C1CCCCC1,-1
CSc1ccc(CCC(=O)N2CCC(n3ccnn3)CC2)cc1,-5
O=C(CSc1ccc2ccccc2n1)NN=Cc1ccc(O)cc1,-12
CC[C@@H](C(=O)N1CCC(Oc2ccc(C#N)cn2)CC1)c1ccccc1,-5
c1ccc(NCc2ccco2)nc1,-10&-1
Cc1ccc(-n2ncc3c(Nc4ccc(OCc5ccccc5)cc4)ncnc32)c(C)c1,-77
CC(=O)Nc1ccc(C(=O)NCCNS(=O)(=O)c2ccc3c(c2)CCCC3)cc1,-11
COC[C@@](C)(O)CNC(=O)c1cc2ccccc2o1,-11
Cc1cc(C)cc(-n2c(C)cc(C=NNC(=O)COc3cccc4cccnc34)c2C)c1,8
CCOC(=O)C(C(=O)Nc1ccccc1Cl)=C1NC(C)(C)Cc2ccccc21,-18
O=C(NCCN1CCN(c2ccc(F)cc2)CC1)c1ccc2c(c1)OCO2,-11&3
COc1ccc(OC)c(C(C)=NNC(=O)c2cc3cc(Cl)ccc3n2C)c1,7

# Reformatted: results already given.
mol | PriA SSB inh
CN(C)[C@@H](CNC(=O)C1CCN(S(C)(=O)=O)CC1)c1cccn1C | -15
O=C(Nc1nc2c(s1)CCc1ccccc1-2)C1CC1 | -8
Cn1cnc(S(=O)(=O)NCCNC(=O)c2cc3ccccc3o2)c1 | 1
CCCS(=O)(=O)N1CCC[C@H](C(=O)NCc2ccco2)C1 | -23
N#CCc1nc2ccccc2s1 | -3

# (more compounds)
SMILES,PriA SSB inh
O=C(NN=Cc1cn(-c2ccccc2)nc1-c1cccnc1)c1ccc(F)cc1,-13
Cc1ccccc1[C@@H]1CCN(C(=O)CNC(=O)c2ccccc2)CCS1,2
Cc1ccc(-n2nnnc2CNC(=O)c2cc([N+](=O)[O-])ccc2Cl)cc1C,-6
Cc1noc(C)c1S(=O)(=O)Nc1cc(-c2ccco2)nn1[C@H]1CCS(=O)(=O)C1,-4
O=C(NCCOc1ccc(F)cc1)c1ccccc1C(=O)c1ccccc1,-13&-6
O=C(Nc1cc(OCc2ccccc2)ncn1)c1ncccn1,-12
O=C1CN(C(=O)Cc2ccc3c(c2)OCO3)c2ccccc2N1,8
COc1ccc(-c2ccc(=O)n(CCCNC(=O)COc3ccccc3F)n2)cc1,7
Cc1ccc(-c2ccc3nnc(CCC(=O)NCc4ccc(C(F)(F)F)cc4)n3n2)cc1C,-6
CN1CCN(c2nc3ccc(NC(=O)c4ccc(Cl)s4)cc3s2)CC1,-9
NC(N)=NN=Cc1ccc(N(c2ccccc2)c2ccccc2)cc1,-11
COc1ccc2nc(-n3nc(C)cc3NC(=O)Cc3ccc4c(c3)OCO4)sc2c1,-5
O=C(NCC(c1ccsc1)N1CCOCC1)NC(c1ccccc1)c1ccccc1 (stereo not given),13
CSc1ccc(-c2noc(Cn3nc(-c4ccccc4Cl)ccc3=O)n2)cc1,-13
O=C(Cn1c(=O)oc2ccccc21)N1CC(N2C(=O)C3CC=CCC3C2=O)C1 (stereo not given),1
O=C(NNC(=O)c1cccs1)c1ccc(=O)n(Cc2ccccc2)c1,-11
COc1ccc(C=NNC(=O)CCN2CCN(c3ccccc3)CC2)cc1OC,-13
O=C(Nc1ccccc1-c1nc2ccccc2o1)c1ccc(F)cc1,0
Cc1ccnc(Nc2cc(NCCNC(=O)Nc3ccc4c(c3)OCCO4)nc(C)n2)c1,0
COc1ccc(CCNC(=O)Cn2c(=O)n(Cc3nc(C)no3)c(=O)c3ccccc32)cc1OC,1
Cc1cccc(Cn2cnc3c(cnn3CCNC(=O)c3ccc4c(c3)OCO4)c2=O)c1,12
COc1ccc(C=NNc2nc(N)cc(Cl)n2)cc1OC,-6
CCc1ccc(OCCOCC(O)CN2CCN(C)CC2)cc1 (stereo not given),4
O=C(NCCSC1CCOCC1)Nc1ccccc1Cl,-15
Cc1nc2ccccc2c(=O)n1-c1ccc(Cl)c(NS(=O)(=O)c2ccc3c(c2)OCCO3)c1,-11

# A draw from above in order of formula weight, lowest first:
SMILES,PriA SSB inh
O=C(NCCSC1CCOCC1)Nc1ccccc1Cl,-15
O=C(Nc1ccccc1-c1nc2ccccc2o1)c1ccc(F)cc1,0
O=C(NNC(=O)c1cccs1)c1ccc(=O)n(Cc2ccccc2)c1,-11
O=C(Cn1c(=O)oc2ccccc21)N1CC(N2C(=O)C3CC=CCC3C2=O)C1 (stereo not given),1
O=C(NN=Cc1cn(-c2ccccc2)nc1-c1cccnc1)c1ccc(F)cc1,-13
COc1ccc(-c2ccc(=O)n(CCCNC(=O)COc3ccccc3F)n2)cc1,7
Cc1nc2ccccc2c(=O)n1-c1ccc(Cl)c(NS(=O)(=O)c2ccc3c(c2)OCCO3)c1,-11

# More records.
SMILES,PriA SSB inh
O=C(NCC(c1ccc(F)cc1)N1CCOCC1)c1cccs1 (stereo not given),-4
Cc1cccc(C(=O)Nc2cccc(-c3nc4ccccc4s3)c2)c1,-1
CSc1ccc(C(O)CNC(=O)c2ccc3ncsc3c2)cc1 (stereo not given),-9
CC(C)(C)OC(=O)N1CCN(Cc2csc(N)n2)CC1,-12
CCOc1ccc(C(=O)NCC#CCN2CCc3ccccc3C2)cc1OCC,-4
O=C(NCc1n[nH]c(=S)n1-c1ccc(F)cc1)c1ccc([N+](=O)[O-])cc1,3
NC(=O)C1(CCc2ccc(Br)cc2)CCN(S(=O)(=O)c2ccccc2)CC1,14
CC1CCCC(=CNc2ccccc2C(=O)O)C1=O (stereo not given),-14
CCOC(=O)Cc1csc(NC(=O)[C@H]2CCCN(c3ccc(-n4cncn4)nn3)C2)n1,-4
O=C(c1cnn2c1CCCC2)N1CCN(S(=O)(=O)Cc2cc(F)ccc2F)CC1,1
Cc1ccc(N2CC(C(=O)NCC(O)c3cccn3C)CC2=O)cc1C (stereo not given),-2
Cc1cc(=O)[nH]c(NN=CCCc2ccccc2)n1,-1
Cc1nn(C2CCS(=O)(=O)C2)c(C)c1S(=O)(=O)N1CCc2ccccc2C1 (stereo not given),-4
CCCNc1nc(SC)nc2c1cnn2CCN,-9
O=C(Cc1cccc2ccccc12)NN=Cc1ccncc1,15
NCC(O)c1cccs1 (stereo not given),6
CCOc1ccc(-c2cn3c(CC(=O)NCc4ccccn4)csc3n2)cc1,2
CC(C)(C)c1cc([C@H](c2ccc(Cl)cc2)N2CCN(Cc3ccccc3)CC2)cc(C(C)(C)C)c1O,-16
CC(C)c1noc(CCNC(=O)CCN)n1,7
O=C(CN1CCCCC1)NN=Cc1ccc(Cl)cc1,10
O=C1Nc2ccc(S(=O)(=O)O)c3cccc1c23,5
O=S(=O)(Cc1ccc(C(F)(F)F)cc1)NCC#CCOc1ccc2c(c1)OCO2,-3
CCOCC(=O)N1CCN(c2cc(-n3cncn3)ncn2)CC1,-2
CCc1ccc(OCC(=O)NCCC2=CCCCC2)cc1,-88&13
O=C(NCCN1CCN(c2ccccc2)CC1)c1ccco1,-17&-14
SMILES,PriA SSB inh
O=C1CCCN1c1cccc(NS(=O)(=O)c2cccc3ccccc23)c1,0
Cc1ccccc1OCC(=O)NC[C@](C)(O)C1CC1,-10
Cc1cc(C)n(-c2nc(-c3ccccc3)cc(=O)n2CC(=O)N2CCc3ccccc32)n1,7
N#Cc1c(N)nc(SCC(=O)c2ccc(Br)cc2)c(C#N)c1-c1cccs1,-22
CNC(=S)NCCCCc1nc(N)n[nH]1,-1
CN1C=CC=C/C1=C(/C#N)c1nc(-c2ccccc2)cs1,99*
Cc1cccc(-c2nc(C)c(CCNC(=O)c3cccc(C(F)(F)F)c3)s2)c1,3
CC1(C)C2CCC1(C)C(NC(=O)CCC(=O)O)C2 (stereo not given),-6
O=C(NN=Cc1cc(Br)ccc1O)C(=O)Nc1ccccc1OC(F)(F)C(F)F,-10
N#Cc1nccnc1N1CCC(CNC(=O)Nc2ccc3c(c2)OCO3)CC1,-16
NC(=O)C1CCN(c2ccc3cccc(O)c3n2)CC1,29
O=C(Nc1ccc2c(c1)N(C(=O)c1ccco1)CC2)c1ccc(F)c(F)c1,1
COc1ccc(S(=O)(=O)NCC(c2ccsc2)N2CCCCCC2)c(C)c1 (stereo not given),0
O=C(CCCCCNC(=O)c1ccccc1)NN=Cc1ccc(O)cc1O,-4
